NadD inh – blocks S. aureus nicotinate mononucleotide adenylyltransferase; purified NadD enzyme, colorimetric absorbance read-out; inhibition, % at 20 µM; AID 602399; hit rate 0.78% among 360,000; in the data active = inhibition above about 26%; also: some compounds past the cut are filed as inactive
Scp-1 inhibitor – Scp-1 (human) phosphatase inhibition; Q9GZU7; hit rate 0.88% among 340,000; inhibition, % at 20 µM; AID 493091; Recombinant Scp1, phosphopeptide, malachite green phosphate absorbance;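 active = inhibition above about 50% at 20 µM, limit read from the data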;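 also: plate controls were DMSO wells with enzyme for no effect and wells lacking enzyme for full effect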
Target sequence (Q9GZU7 76-261 limits assumed): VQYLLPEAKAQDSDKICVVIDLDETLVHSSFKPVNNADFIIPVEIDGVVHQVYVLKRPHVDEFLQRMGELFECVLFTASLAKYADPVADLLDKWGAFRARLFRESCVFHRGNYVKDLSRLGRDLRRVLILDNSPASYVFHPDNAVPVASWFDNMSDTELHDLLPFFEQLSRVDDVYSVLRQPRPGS
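Assay system: SCP-1 catalytic fragment, aa 76-261 | Buffer or medium: Tris acetate buffer pH 5.5 with MgCl2 and Tween-20 | Compound: One concentration, 20 µM, with 1.0% DMSO | Also added: Phospho 17-mer peptide substrate | Signal: Absorbance at 630 nm | Incubation: 45 min enzyme reaction at room temperature | Measure: % inhibition of SCP-1 phosphate liberation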
SUMO1-SIM PPI – alters human SUMO1 binding to SIM partners; SUMO1 binding to a labelled peptide, TR-FRET, 1 h; AID 602429; P63165; hit rate 0.33% among 360,000; inhibition, % at 20 µM; in the data active = inhibition above about 37%
Target sequence (P63165 whole entry, looked up): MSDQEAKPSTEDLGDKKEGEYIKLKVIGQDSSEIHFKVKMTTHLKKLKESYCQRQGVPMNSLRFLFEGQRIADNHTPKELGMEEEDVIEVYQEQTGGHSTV
Rpn11 inh – inhibitors of human proteasome Rpn11 | O00487 | human 26S proteasome, Ub4-pepOG fluorescence polarization; 20S core pre-blocked with epoxomicin | calls only at 20 µM | hit rate 0.59% among 360,000;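 active = inhibition at 20 µM, scaled to each plate's controls, above about 33%, limit read from the data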
Target sequence (O00487 whole entry, looked up): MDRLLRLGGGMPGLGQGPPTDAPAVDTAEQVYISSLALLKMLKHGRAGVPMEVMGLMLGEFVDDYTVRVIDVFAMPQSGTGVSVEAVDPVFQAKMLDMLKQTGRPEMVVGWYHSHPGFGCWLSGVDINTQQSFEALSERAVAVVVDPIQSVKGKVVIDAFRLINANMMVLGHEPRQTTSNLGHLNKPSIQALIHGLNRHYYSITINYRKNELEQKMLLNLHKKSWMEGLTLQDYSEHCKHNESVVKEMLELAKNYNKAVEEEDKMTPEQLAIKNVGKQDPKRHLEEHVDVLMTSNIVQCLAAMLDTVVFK
NRP1-CendR mod – alters CendR peptide binding to human NRP-1; O14786; FAM-RPARPAR peptide binding to NRP-1, fluorescence polarization; hit rate 0.85% among 360,000; inhibition, % at 25 µM;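 active = inhibition or corrected inhibition above about 18%, plus a signal ratio from 0.5 to 1.5, limit read from the data, passing the limit was not always enough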; also: strong numbers were not always called active
DNMT1 inh – inhibitors of human DNMT1; inhibition (reported as % activation of signal), % at 10 µM; AID 588458; hit rate 0.83% among 360,000; DNMT1 molecular beacon, Hinp1I cleavage, fluorescence; P26358; in the data active = inhibition above about 50%
MT1-MMP act inh – MT1-MMP (human) activation inhibition; GFP/RFP ratio change, % at 20 µM; hit rate 0.061% among 360,000; P50281; HT1080 RFP-PRO-GFP cells, GFP/RFP ratio fluorescence, overnight; percent of plate control window, DMSO zero;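 active = GFP/RFP ratio change of at least 30% with cell ATP level not reduced by more than half and red fluorescence within 50% of control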; also: strong numbers were not always called active
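Assay system: RFP-PRO-GFP reporter HT1080 cells; read-out basis: GFP/RFP fluorescence ratio; benchmarks: DMSO wells and RFP-L50D-GFP cells; doses: 20 µM single dose, 1% DMSO; schedule: overnight cell settling, then overnight compound exposure, 37 °C, 5% CO2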
SKN-1 block – inhibitors of C. elegans SKN-1 | C. elegans VP596 Pgst-4::GFP/RFP ratio, acrylamide-induced, 24 h | inhibition, % at 21.8 µM | hit rate 0.49% among 360,000;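 active = interference check ratio from 0.5 to 1.5 plus GFP to RFP signal ratio inhibition reaching or exceeding a fixed threshold, cut at about 30% in these data, passing the limit was not always enough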; also: some compounds called inactive have numbers as strong as hits
STEP block – blocks human striatal-enriched tyrosine phosphatase; recombinant STEP, OMFP fluorogenic substrate, fluorescence; hit rate 0.25% among 360,000; P54829; AID 588621; inhibition, % at 20 µM;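 active = inhibition at 20 µM, scaled per plate between control wells, above about 37%, limit read from the data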;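 also: 0% = DMSO with enzyme and substrate and 100% = substrate only without enzyme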
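System: STEP phosphatase, cell-free reaction; Buffer or medium: Bis-Tris pH 6.0 buffer with DTT, detergent; Incubation: 20 min at room temperature, dark; Measured by: fluorescence, 480/540 nm.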
LMPTP block – blocks human LMPTP phosphatase; recombinant LMPTP-A, OMFP fluorogenic substrate, fluorescence intensity; hit rate 0.22% among 360,000; AID 651560; P24666; inhibition, % at 20 µM;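 active = compounds that cut the enzyme signal by at least half of the control window in the single-dose screen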;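 also: plate controls were DMSO wells with enzyme plus substrate for no effect and substrate without enzyme for full effect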
Target sequence (P24666 whole entry, looked up): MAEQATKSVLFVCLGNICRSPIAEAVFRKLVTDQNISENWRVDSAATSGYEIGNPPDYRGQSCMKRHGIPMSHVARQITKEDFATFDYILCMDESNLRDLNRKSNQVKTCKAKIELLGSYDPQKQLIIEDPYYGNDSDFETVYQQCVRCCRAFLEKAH
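Material: LMPTP-A; amount: 0.625 nM enzyme; doses: single 20 µM dose; times: reaction 50 min, room temperature, dark; technique: fluorescence intensity of OMFP turnover product; benchmarks: no-enzyme and uninhibited controls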
The depositor's hits bear a star; & = joins results of further samples. Random draw from the library; about 3.9% have a hit in one of these screens.

Screening CCn1c(SCC(=O)OC)nnc1-c1c[nH]c2ccccc12 returned NadD inh -8, Scp-1 inhibitor -15, SUMO1-SIM PPI -5, Rpn11 inh inactive, NRP1-CendR mod -4, DNMT1 inh -1, MT1-MMP act inh 0, SKN-1 block -2, STEP block -3 and LMPTP block -1.9.
For Cc1ccc(N=C2CSC(=O)N2)cc1 the results were NadD inh -3, Scp-1 inhibitor -9, SUMO1-SIM PPI 3, Rpn11 inh inactive, NRP1-CendR mod -5, DNMT1 inh 2, MT1-MMP act inh 1, SKN-1 block 10, STEP block -3 and LMPTP block -0.4.
`N#Cc1ccc(CSc2nnc(NC(=O)c3ccc(=O)[nH]c3)s2)cc1` gave NadD inh -2, Scp-1 inhibitor -9, SUMO1-SIM PPI 5, Rpn11 inh inactive, NRP1-CendR mod -7, DNMT1 inh -1, MT1-MMP act inh 1, SKN-1 block -7, STEP block 1 and LMPTP block 2.6.
For CCOC(=O)c1c(NC(=O)CN2CCN(C(=O)C3CCCO3)CC2)sc(C)c1C (stereo not given) the results were NadD inh 8, Scp-1 inhibitor -3, SUMO1-SIM PPI -3, Rpn11 inh inactive, NRP1-CendR mod 10, DNMT1 inh 2, MT1-MMP act inh -4, SKN-1 block 12, STEP block 2 and LMPTP block 0.5.
For COC(=O)c1sc(NC(=S)NC(=O)c2ccccc2Cl)nc1C the results were NadD inh -1, Scp-1 inhibitor -2, SUMO1-SIM PPI -8, Rpn11 inh inactive, NRP1-CendR mod -11, DNMT1 inh 2, MT1-MMP act inh 5, SKN-1 block 5, STEP block -4 and LMPTP block 2.3.
For COc1ccc(S(=O)(=O)NCC2CCCO2)cc1Cl (stereo not given) the results were NadD inh -2, Scp-1 inhibitor 0, SUMO1-SIM PPI 0, Rpn11 inh inactive, NRP1-CendR mod -3, DNMT1 inh 10, MT1-MMP act inh -2, SKN-1 block -9, STEP block -2 and LMPTP block 0.1.
Cc1cc(C(=O)NP(=O)(N2CCOCC2)N2CCOCC2)c(C)n1-c1ccc(N(C)C)cc1 was read as NadD inh -2, Scp-1 inhibitor -10, SUMO1-SIM PPI -5, Rpn11 inh inactive, NRP1-CendR mod -9, DNMT1 inh -5, MT1-MMP act inh 0, SKN-1 block 6, STEP block -2 and LMPTP block 0.3.
Screening Cc1ccc(S(=O)(=O)N2C[C@H]3C(=O)C[C@@H](c4ccccc4)N(S(=O)(=O)c4ccc(C)cc4)[C@H]3C[C@H]2c2ccccc2F)cc1 returned NadD inh 11, SUMO1-SIM PPI 2, Rpn11 inh inactive, NRP1-CendR mod 0, DNMT1 inh -11, MT1-MMP act inh -6, SKN-1 block 20, STEP block 2 and LMPTP block 1.3.
Screening Cc1cc(C)c(OCC(=O)N(Cc2ccccc2)C2CCS(=O)(=O)C2)c(C)c1 (stereo not given) returned NadD inh 6, Scp-1 inhibitor -5, SUMO1-SIM PPI -2, Rpn11 inh inactive, NRP1-CendR mod 12, DNMT1 inh 0, MT1-MMP act inh 1, SKN-1 block 6, STEP block 0 and LMPTP block -1.1.
Screening Cn1nnc(NC(=S)NC(=O)c2cccs2)n1 returned NadD inh 8, Scp-1 inhibitor -7, SUMO1-SIM PPI -2, Rpn11 inh inactive, NRP1-CendR mod 11, DNMT1 inh -4, MT1-MMP act inh 3, SKN-1 block 4, STEP block 0 and LMPTP block -1.5.
Screening CCOC(=S)SCc1cn2cccc(C)c2n1 returned NadD inh -8, Scp-1 inhibitor -1, SUMO1-SIM PPI -2, Rpn11 inh inactive, NRP1-CendR mod 4, DNMT1 inh 1, MT1-MMP act inh 2, SKN-1 block 9, STEP block 2 and LMPTP block -0.4.
c1ccc(-c2cnc(C3CCCCC3)o2)cc1 was read as NadD inh -4, Scp-1 inhibitor 1, SUMO1-SIM PPI 9, Rpn11 inh inactive, NRP1-CendR mod 16, DNMT1 inh 3, MT1-MMP act inh 0, SKN-1 block 6, STEP block 1 and LMPTP block 0.7.

Overlap with the part before: 2 entries, then new ones.
Screening CCOC(=S)SCc1cn2cccc(C)c2n1 returned NadD inh -8, Scp-1 inhibitor -1, SUMO1-SIM PPI -2, Rpn11 inh inactive, NRP1-CendR mod 4, DNMT1 inh 1, MT1-MMP act inh 2, SKN-1 block 9, STEP block 2 and LMPTP block -0.4.
c1ccc(-c2cnc(C3CCCCC3)o2)cc1 was read as NadD inh -4, Scp-1 inhibitor 1, SUMO1-SIM PPI 9, Rpn11 inh inactive, NRP1-CendR mod 16, DNMT1 inh 3, MT1-MMP act inh 0, SKN-1 block 6, STEP block 1 and LMPTP block 0.7.
Screening NC(CO)c1csc(NC(=O)Nc2cccc(Cl)c2)n1 (stereo not given) returned NadD inh 5, SUMO1-SIM PPI -8, Rpn11 inh inactive, NRP1-CendR mod 13, DNMT1 inh 3, MT1-MMP act inh 2, SKN-1 block 5, STEP block 2 and LMPTP block -0.2.
`CCCc1nc2sc3ccccc3c(=O)c2c(=O)n1Cc1ccccc1` gave NadD inh 5, Scp-1 inhibitor -4, SUMO1-SIM PPI -5, Rpn11 inh inactive, NRP1-CendR mod -7, DNMT1 inh -1, MT1-MMP act inh 5, SKN-1 block 8, STEP block 3 and LMPTP block -0.5.
For CCN1CCN(CC(=O)c2cc(Cl)ccc2Cl)CC1 the results were NadD inh 6, Scp-1 inhibitor -2, SUMO1-SIM PPI 1, Rpn11 inh inactive, NRP1-CendR mod 2, DNMT1 inh 0, MT1-MMP act inh 0, SKN-1 block 4, STEP block -3 and LMPTP block -4.3.
CCN(c1ccc(NC(=O)COC(=O)c2ccc(S(=O)(=O)N3CCCC3)cc2)cc1)C(C)C was read as NadD inh -1, Scp-1 inhibitor -8, SUMO1-SIM PPI -3, Rpn11 inh inactive, NRP1-CendR mod 2, DNMT1 inh -7, MT1-MMP act inh 4, SKN-1 block -2, STEP block 3 and LMPTP block 0.0.
Screening COc1ccc(CNC(=O)CN(Cc2ccccc2OC)C(=O)c2csnn2)cc1 returned NadD inh 2, Scp-1 inhibitor -1, SUMO1-SIM PPI -1, Rpn11 inh inactive, NRP1-CendR mod 1, DNMT1 inh 1, MT1-MMP act inh -2, SKN-1 block -3, STEP block -2 and LMPTP block 0.0.
For COc1ccc(-n2nc(C(=O)NCC(=O)N3CCCCCC3)c3ccccc3c2=O)cc1 the results were NadD inh 0, Scp-1 inhibitor -3, SUMO1-SIM PPI -16, Rpn11 inh inactive, NRP1-CendR mod 6, DNMT1 inh 0, MT1-MMP act inh 1, SKN-1 block -2, STEP block 1 and LMPTP block -0.1.
Screening O=c1[nH]c(N2CCN(c3ccccc3)CC2)nc2c1CCCC2 returned NadD inh -3, Scp-1 inhibitor -8, SUMO1-SIM PPI -3, Rpn11 inh inactive, NRP1-CendR mod 3, DNMT1 inh 1, MT1-MMP act inh 0, SKN-1 block -5, STEP block 0 and LMPTP block -1.6.
COc1ccc(C(C)(O)c2nc(-c3ccoc3)cs2)cc1 (stereo not given) was read as NadD inh -1, SUMO1-SIM PPI 0, Rpn11 inh inactive, NRP1-CendR mod -27, DNMT1 inh -4, MT1-MMP act inh -7, SKN-1 block -5, STEP block 2 and LMPTP block -0.1.
Screening CCn1c(COc2ccccc2C)nnc1SCC(=O)N1CCCCC1 returned NadD inh -2, Scp-1 inhibitor -8, SUMO1-SIM PPI 3, Rpn11 inh inactive, NRP1-CendR mod -12, DNMT1 inh -2, MT1-MMP act inh 5, SKN-1 block -12, STEP block -1 and LMPTP block -0.3.
For Cc1cc(C(=O)NN=C2CCCC2)c2ccccc2n1 the results were NadD inh -2, Scp-1 inhibitor 20, SUMO1-SIM PPI 2, Rpn11 inh inactive, NRP1-CendR mod 5, DNMT1 inh 3, MT1-MMP act inh 1, SKN-1 block -1, STEP block 0 and LMPTP block -1.3.
For CCCCCC(=O)N1CCN(CCN=CC2=C(O)CC(c3ccc(OC)c(OC)c3)CC2=O)CC1 (stereo not given) the results were NadD inh 4&6, Scp-1 inhibitor -5&6, SUMO1-SIM PPI 0&-3, Rpn11 inh inactive, NRP1-CendR mod -2&-7, DNMT1 inh 2&-1, MT1-MMP act inh 1&1, SKN-1 block 2&-7, STEP block -3&-4 and LMPTP block -1.9&-1.8.
For O=C(NCc1ccccn1)C(=O)Nc1cccc2ccccc12 the results were NadD inh 0, Scp-1 inhibitor -3, SUMO1-SIM PPI -7, Rpn11 inh inactive, NRP1-CendR mod 3, DNMT1 inh 0, MT1-MMP act inh 3, SKN-1 block -4, STEP block 1 and LMPTP block -1.1.
Screening Cc1cc(NC(=O)COc2ccc(F)c(Cl)c2)no1 returned NadD inh -4, Scp-1 inhibitor -6, SUMO1-SIM PPI 4, Rpn11 inh inactive, NRP1-CendR mod -2, DNMT1 inh -2, MT1-MMP act inh 1, SKN-1 block -7, STEP block -2 and LMPTP block -3.1.
Screening CC1(C)CC(=O)C(CS(=O)(=O)c2ccccc2)=C(Cl)C1 returned NadD inh 0, Scp-1 inhibitor -5, SUMO1-SIM PPI 0, Rpn11 inh inactive, NRP1-CendR mod 15, DNMT1 inh 2, MT1-MMP act inh -3, SKN-1 block 14, STEP block 2 and LMPTP block 0.2.
Screening CC(C)c1ccc(NC(=O)c2cc(S(=O)(=O)N3CCCC3)c[nH]2)cc1 returned NadD inh 0, Scp-1 inhibitor 6, SUMO1-SIM PPI -2, Rpn11 inh inactive, NRP1-CendR mod -3, DNMT1 inh 10, MT1-MMP act inh -1, SKN-1 block 1, STEP block 3 and LMPTP block 2.6.
COc1cccc(CNC(=O)CN2C(=O)CSc3ccc(S(=O)(=O)N4CCCCC4)cc32)c1 was read as NadD inh -2, Scp-1 inhibitor 1, SUMO1-SIM PPI -1, Rpn11 inh inactive, NRP1-CendR mod -12, DNMT1 inh -3, MT1-MMP act inh -2, SKN-1 block -2, STEP block 0 and LMPTP block -0.4.
Screening Cc1ccc(S(=O)(=O)Nc2ccc(S(=O)(=O)N3CCOCC3)cc2)cc1 returned NadD inh -1, Scp-1 inhibitor -6, SUMO1-SIM PPI -2, Rpn11 inh inactive, NRP1-CendR mod 2, DNMT1 inh 2, MT1-MMP act inh 1, SKN-1 block -5, STEP block 2 and LMPTP block 0.4.
Screening O=[N+]([O-])C(/C=C(\Cl)[N+](=O)[O-])=C1N(Cc2ccc(Cl)nc2)CCN1Cc1ccc(Cl)nc1 returned NadD inh 4, Scp-1 inhibitor 1, SUMO1-SIM PPI -23, Rpn11 inh inactive, NRP1-CendR mod -22, DNMT1 inh 5, MT1-MMP act inh 17, SKN-1 block 6, STEP block 2 and LMPTP block 3.0.
Screening Cc1nc2ccc(NC(=O)C3CCN(S(=O)(=O)c4cccs4)CC3)cc2s1 returned NadD inh 3, Scp-1 inhibitor 2, SUMO1-SIM PPI 10, Rpn11 inh inactive, NRP1-CendR mod 7, DNMT1 inh 1, MT1-MMP act inh -4, SKN-1 block -9, STEP block -6 and LMPTP block -0.4.

Bioassay records deposited in PubChem BioAssay by Sanford-Burnham Center for Chemical Genomics.
